D1 antag – blocks dopamine activation of the human D1 receptor; AID 504652; HEK293 TREx D1 cells, calcium flux, dopamine EC80; stronger effect = lower value; activity change, negative = inhibition, % at 10 µM; 3.2% of 360,000 active; in the data active = activity change below about -30%; also: % is scaled to controls: 0 for no effect and ±100 for the full control effect
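Kinetic fluorescence of a calcium dye serves as the read-out. D1-expressing Hek293 Trex cells, induced overnight at 30 C, are exposed to compound for 180 s before an EC80 dopamine addition, then read 180 s further.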
Vif-APOBEC3G blk – blocks the Vif interaction with human APOBEC3G; HeLa A3G-eYFP + Vif (tagged APOBEC3G with the HIV-1 protein that degrades it), YFP fluorescence, overnight; Potency, µM (titrated, usually from 46.1 µM), without a hit: at the highest dose activity, negative = active, most hits filed as inhibitors; 0.076% of 410,000 active; AID 602310;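 also: potency is read from the fitted curve at half-maximal effect; % is scaled to controls: 0 for no effect and ±100 for the full control effect; nearly all actives have a fitted effect of over 60% in size; hits raise eYFP signal because A3G escapes Vif-driven loss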
Target sequence (Q9HC16 whole entry, looked up): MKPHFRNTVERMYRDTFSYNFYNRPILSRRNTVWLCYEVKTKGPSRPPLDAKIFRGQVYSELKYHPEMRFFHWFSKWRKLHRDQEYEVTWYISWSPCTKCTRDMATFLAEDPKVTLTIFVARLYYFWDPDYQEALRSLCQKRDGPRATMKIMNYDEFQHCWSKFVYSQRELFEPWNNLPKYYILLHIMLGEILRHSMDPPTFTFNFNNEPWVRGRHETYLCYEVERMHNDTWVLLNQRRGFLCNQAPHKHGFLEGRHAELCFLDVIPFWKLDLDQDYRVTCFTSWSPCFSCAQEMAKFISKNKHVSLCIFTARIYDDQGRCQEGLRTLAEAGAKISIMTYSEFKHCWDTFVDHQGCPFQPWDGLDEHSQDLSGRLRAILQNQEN
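Read-out is eYFP fluorescence (Ex 488/Em 500-530) from Vif-expressing HeLa A3G-eYFP cells; more signal means A3G escaped Vif-mediated degradation. Cells plated overnight, compound pinned in, incubated overnight at 37 deg C.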
Vif-APOBEC3F blk – Vif-A3F binding inhibition; 0.2% of 390,000 active; Potency, µM (titrated, usually from 46.1 µM), inactives show at the top dose activity, negative = active; HeLa A3F-eYFP + Vif (tagged APOBEC3F with the HIV-1 protein that degrades it), YFP fluorescence increase; also: potency is read from the fitted curve at half-maximal effect; % of control where 0% means no effect; nearly all actives have a fitted effect of over 65% in size
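HeLa cells stably expressing A3F-eYFP plus Vif, plated and incubated overnight at 37 deg C, then exposed to compounds overnight at 37 deg C. Blocked degradation read as raised yellow fluorescence (Ex 488/Em 500-530).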
D1 agonist – human D1 receptor agonism; P21728; HEK293 T-REx D1 cells, calcium flux, agonist mode; activation, % at 2 µM; 1% of 360,000 active; in the data active = activation above about 30%; also: 0% is about no effect
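Inducible HEK293 T-REx D1 cells, force-coupled to calcium signalling, were plated at 4000 cells/well with tetracycline and held overnight at 30 C. After no-wash calcium dye loading, compound-evoked calcium rise over 180 s flagged agonists.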
Glioma ERSR ind – induces the endoplasmic reticulum stress response in human glioma cells; U87-MG GRP78 promoter luciferase reporter, 16 h; Potency, µM, for inactives: at the top dose activation, most hits filed as activators; 0.02% of 420,000 active; AID 602332; also: potency is read from the fitted curve at half-maximal effect; series mostly up to about 76 µM; % of control where 0% means no effect; nearly all actives have a fitted effect of over 35% in size
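Stably transfected U87-MG glioma cells carrying a GRP78-based luciferase sensor; 16 h compound incubation. Luminescence end-point read 10 min after Bright-Glo addition at room temperature.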
RXFP1 agonist – RXFP1 (human) receptor agonism. Q9HBX9. HEK293T-RXFP1 cAMP TR-FRET, 30 min; response scale: percent of porcine relaxin response, buffer zero. Potency, µM (series often up to 57.5 µM), without a hit: at the top dose activation, most hits filed as activators. 0.3% of 370,000 active. AID 2676; also: potency is read from the fitted curve at half-maximal effect; % is scaled to controls: 0 for no effect and ±100 for the full control effect; nearly all actives have a fitted effect of over 60% in size; many of its hits are not listed in these tables
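cAMP rise read by TR-FRET after 30 min, 37C compound exposure (up to 58 uM) in RXFP1-transfected HEK293 cells with Ro 20174 present. EC50 from Hill-equation fits, with 29 nM porcine relaxin as 100% and buffer as basal.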
D1 potentiator – potentiators of human D1 dopamine receptor; HEK293 TREx D1 cells, calcium flux, dopamine EC20 potentiation; potentiation, % at 10 µM; 0.036% of 360,000 active; AID 504651; in the data active = potentiation above about 30%; also: 0% is about no effect
LDHA block – inhibitors of human lactate dehydrogenase A | activity change, % (values are at about 110 or 230 µM) | P00338 | 0.15% of 480,000 active | purified LDHA, NADH/diaphorase-resazurin fluorescence; stronger effect = lower value | AID 1347041; in the data active = activity change below about -30%; inconclusive = mostly about -25% to -30%;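 also: plate controls were DMSO wells for no effect and wells without enzyme for full effect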
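Resorufin fluorescence (ex540/em590), read at 0 and 20 min after diaphorase/resazurin addition, reports the NADH left after a 5 min room-temperature reaction of 2 nM human LDH5 with 0.06 mM NADH and 0.2 mM pyruvate.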
D2 PAM – positively modulates the human D2 dopamine receptor allosterically; HEK293 T-REx D2, calcium flux, EC20 dopamine potentiation; potentiation, % at 10 µM; AID 485347; P14416; 0.34% of 340,000 active;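 active = potentiation over 3 SD above the plate norm, cut at about 30% in these data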; also: 0% is about no effect
Target sequence (P14416 whole entry, looked up): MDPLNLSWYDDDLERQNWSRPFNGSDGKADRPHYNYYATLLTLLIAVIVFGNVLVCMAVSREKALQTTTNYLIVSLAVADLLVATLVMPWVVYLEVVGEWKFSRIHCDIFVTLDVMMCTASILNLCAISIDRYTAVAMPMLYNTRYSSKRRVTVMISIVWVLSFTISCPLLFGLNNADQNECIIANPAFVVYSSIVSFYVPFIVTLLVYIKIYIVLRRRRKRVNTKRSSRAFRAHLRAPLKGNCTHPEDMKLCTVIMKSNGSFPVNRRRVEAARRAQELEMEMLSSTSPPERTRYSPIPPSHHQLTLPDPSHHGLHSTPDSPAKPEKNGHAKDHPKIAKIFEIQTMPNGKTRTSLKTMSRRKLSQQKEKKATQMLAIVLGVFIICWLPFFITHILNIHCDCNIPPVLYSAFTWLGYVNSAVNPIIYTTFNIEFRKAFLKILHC
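Using a no-wash calcium dye in inducible, force-coupled HEK293 Trex cells expressing D2, we tracked fluorescence each second for 180 s after compound, then for 180 s after EC20 dopamine to detect augmented signalling.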
Active calls of the source: *; ? = inconclusive; . = not tested or not shown; & = joins results of further samples. Unless noted, calls follow the shape of the dose curve; as a rule, active = well fitted curve in the direction sought with a large enough effect; inconclusive = small, poorly fitted or top-dose-only effect, or another doubt; inactive = no such curve, though single readings can be large; an effect the other way counts as inactive or inconclusive. Only part of the results is shown. The share of hits here may be higher or lower than overall.

Vif-APOBEC3F blk	Glioma ERSR ind	RXFP1 agonist	LDHA block	D1 antag	D1 agonist	Vif-APOBEC3G blk	D1 potentiator	D2 PAM	Molecule
-2%	3%	-0.5%	-10	7	0	0%	-4	-2	Cc1ccc(NC(=O)C(=O)NCCCN2CCCC2=O)c(C)c1
-3%	-14%	0.3%	-5	-7	2	-15%	-2	5	CCCSC(=S)NC1CCS(=O)(=O)C1 (centres undefined)
16%	-3%	-0.9%	1	3	3	-2%	0	0	CCn1c(SCc2nc(N)nc(N3CCCCC3)n2)nc2c1c(=O)n(C)c(=O)n2C
-8%	1%	0.2%	2	-8	-2	-1%	-3	1	Cn1c(=O)c2c(nc(N/N=C/c3cccs3)n2Cc2ccc(Br)cc2)n(C)c1=O
-8%	-5%	2.6%	-10	-8	0	-6%	-9	8	O=C(O)C1CC=CCC1C(=O)Nc1ccccc1C(=O)N1CCN(c2ccc(F)cc2)CC1 (centres undefined)
2%	1%	-0.1%	-1	4	4	0%	-2	5	COc1ccc(-c2cc(C(F)(F)F)n3nc(C(=O)N4CCCC4)cc3n2)cc1
-1%	0%	1.3%	4	-15	14	-4%	-1	-1	Cc1ccccc1CN(c1ccc(C(=O)N2CCc3ccccc3C2)cc1)S(C)(=O)=O
3%	-4%	-2.0%	2	4	-1	-7%	-5	8	COc1ccc(CCNC(=O)c2ccccc2NC(=O)CN2CCN(c3ccccc3O)CC2)cc1
.	0%	1.9%	-3	.	1	-6%	2	-1	Cc1nn(-c2ccccc2)c2sc(C(=O)OCc3nnc(-c4ccccc4)o3)cc12
1%	-7%	-1.4%	-9	-3	5	0%	-2	.	CCN(CC)CCOC(=O)c1cccc(OC)c1
6%	3%	-0.5%	0	-4	6	0%	5	1	O=C(CSc1cn(CC(=O)N2CCCC2)c2ccccc12)NCC1CCCO1 (centres undefined)
-11%	0%	0.0%	-4	3	9	-8%	-6	2	Cc1cccc(NC(=O)COc2ccc(Br)cc2/C=N/O)c1
0%	-5%	-0.1%	-3	5	2	-2%	-1	4	Cc1ccc(C(=O)N/C(=C\c2cccs2)C(=O)NC2CCCCC2)cc1
0%	3%	2.0%	-2	28	-3	-1%	-4	-17	O=C(CSc1nc2ccccc2[nH]1)c1ccc(Cl)s1
-2%	-3%	-0.1%	-1	25	1	0%	-9	17	Cc1cc(NC(=O)CS(=O)(=O)c2c[nH]c3ccccc23)no1
?	1%	-0.2%	8	-7	5	-14%	-4	8	COc1cccc(/C=N/NC(=O)CSc2ccccc2C)c1O
2%	10%	1.6%	-3	3	0	1%	-4	.	COC(=O)c1cc(OC)c(OC)cc1N
-1%	11%	0.1%	0	-3	1	0%	3	-4	C/C(=N\NC(N)=O)C1(C)CCCCC1
4%	-4%	0.0%	-2	-5	4	8%	4	1	CCOc1c(CNCc2ccc(C(=O)O)cc2)cccc1OC
-26%	-4%	9.2%	-5	18	-2	-1%	1	1	COc1cccc(NC(=O)C2C3C=CC4(O3)C2C(=O)N(CCCN2CCC(C)CC2)C4C(=O)NC2CCCCC2)c1 (centres undefined)

Reformatted in CSV form: entries from further up.
SMILES,Vif-APOBEC3F blk,Glioma ERSR ind,RXFP1 agonist,LDHA block,D1 antag,D1 agonist,Vif-APOBEC3G blk,D1 potentiator,D2 PAM
COc1cccc(NC(=O)C2C3C=CC4(O3)C2C(=O)N(CCCN2CCC(C)CC2)C4C(=O)NC2CCCCC2)c1 (centres undefined),-26%,-4%,9.2%,-5,18,-2,-1%,1,1
CCn1c(SCc2nc(N)nc(N3CCCCC3)n2)nc2c1c(=O)n(C)c(=O)n2C,16%,-3%,-0.9%,1,3,3,-2%,0,0
Cc1ccc(NC(=O)C(=O)NCCCN2CCCC2=O)c(C)c1,-2%,3%,-0.5%,-10,7,0,0%,-4,-2
Cc1ccc(C(=O)N/C(=C\c2cccs2)C(=O)NC2CCCCC2)cc1,0%,-5%,-0.1%,-3,5,2,-2%,-1,4
Cc1ccccc1CN(c1ccc(C(=O)N2CCc3ccccc3C2)cc1)S(C)(=O)=O,-1%,0%,1.3%,4,-15,14,-4%,-1,-1
COc1ccc(-c2cc(C(F)(F)F)n3nc(C(=O)N4CCCC4)cc3n2)cc1,2%,1%,-0.1%,-1,4,4,0%,-2,5
CCOc1c(CNCc2ccc(C(=O)O)cc2)cccc1OC,4%,-4%,0.0%,-2,-5,4,8%,4,1

Further compounds.
Vif-APOBEC3F blk	Glioma ERSR ind	RXFP1 agonist	LDHA block	D1 antag	D1 agonist	Vif-APOBEC3G blk	D1 potentiator	D2 PAM	Molecule
-3%	0%	-1.7%	0	7	1	0%	-4	-19	N#Cc1c[nH]n2c(NC3CCCCC3)c(-c3ccccc3F)nc12
9%	-4%	0.1%	-4	29	0	2%	0	6	Cc1cc(NC(=O)CSCC(=O)N(C)Cc2ccc(Cl)cc2Cl)no1
-4%	6%	-3.5%	-1	5	2	-4%	0	-19	CN(Cc1ccccc1)S(=O)(=O)c1ccccc1[N+](=O)[O-]
-14%	-1%	-1.6%	-1	-4	-1	-7%	-4	0	COc1cccc(CNc2nc(-c3cccnc3)nc3ccccc23)c1
7%	-3%	-0.3%	-12	8	0	-6%	-3	-9	Cc1cccc2[nH]c3c(N4CCN(C(=O)c5ccco5)CC4)ncnc3c12
0%	-5%	0.0%	-1	-16	0	-1%	7	5	O=c1sc2ccccc2c(=O)n1Cc1ccccc1F
11%	-6%	3.3%	-40*	16	5	0%	-3	-20	Cc1ccc2c(c1)C(C)CC(C)(C)N2C(=O)CN1CCN(C)CC1 (centres undefined)
0%	3%	-0.1%	-6	-3	0	0%	0	-2	COc1cccc(NC(=O)c2cc(OC)c(OC)c(OC)c2Br)c1
-8%	8%	16%	1	6	2	-5%	0	13	Cn1c(SCC(=O)Nc2ccc3c(c2)n(C)c(=O)n3C)nnc1-c1ccncc1
-8%	?	-0.7%	1	3	1	-12%&-18%	-4	-17	COc1cc(-c2noc(C)c2C#CC2(O)CCCCC2)cc(OC)c1OC
-15%	2%	0.6%	21	0	4	6%	2	-5	COC(=O)C(N)Cc1ccc(O)c(O)c1 (centres undefined)
9%	-3%	0.2%	-5	-8	8	2%	1	26	CCCCCCN1C2=NCCN2c2ccccc21
-2%	-5%	.	0	.	.	-1%	.	.	Cc1ccc(C(C(=O)NC(C)(C)C)N(Cc2cccs2)C(=O)c2csnn2)cc1 (centres undefined)
-4%	-6%	-1.1%	-1	2	0	0%	-7	-8	O=C(CC1CC2CCC1C2)N1CCN(S(=O)(=O)c2ccccc2F)CC1 (centres undefined)
10%	-4%	3.8%	-3	-13	5	0%	1	-3	COc1ccc(CCNC(=O)COC(=O)/C=C/c2ccc(OCC#N)c(OC)c2)cc1
0%	-5%	.	-1	.	.	-3%	.	.	CN(Cc1ccccc1)C(=O)c1cccc(NC(=O)Cc2ccc(NC(=O)C3CCN(C(=O)CCc4ccccc4)CC3)cc2)c1
-18%	-6%	-0.5%	-2	4	1	0%	-4	-5	CCOC(=O)N1CCN(C(=O)C(C)N(c2ccccc2)S(C)(=O)=O)CC1 (centres undefined)
-3%	6%	-0.9%	-12	.	.	-5%	.	.	Nc1ccc(C(=O)N/N=C2\CCCc3c2[nH]c2ccccc32)cc1
5%	-4%	0.0%	6	12	2	1%	8	0	CCOC(=O)c1sc(NC(=O)C(C)Sc2nc(-c3ccccc3)cc(C(F)(F)F)n2)c(C(=O)OC)c1C (centres undefined)
3%	-2%	-1.7%	-2	-3	0	6%	-6	-2	CCOC(=O)C1C(=O)CC(C)(O)C(C(=O)OCC)C1c1ccco1 (centres undefined)
-3%	5%	7.3%	-1	9	4	-1%	-3	.	O=C(Cc1ccccc1)Nc1ccc(NC(=O)c2ccco2)cc1Cl
3%	-4%	1.6%	1	-6	8	2%	2	-10	CCCCn1c(=N)c(C(=O)NC2CCCCC2)cc2c(=O)n3cccc(C)c3nc21
3%	-1%	0.0%	0	4	3	4%	0	0	COc1ccc(CCNC(=O)C2CCN(S(=O)(=O)c3cnc[nH]3)CC2)cc1OC
0%	-3%	0.9%	-2	-23	2	6%	-2	-4	CC(C(=O)NCC1CCCO1)N(C(=O)c1snc(C(N)=O)c1N)c1ccccc1 (centres undefined)
-1%	-2%	0.7%	-1	-6	1	-6%	-3	11	COc1ccc(N2CCCn3c2nc2c3c(=O)n(CCN3CCOCC3)c(=O)n2C)cc1

Bioassay records deposited in PubChem by National Center for Advancing Translational Sciences (NCATS).
